Giardia FBPA inh: Giardia lamblia aldolase inhibition; 290,000 compounds, 0.71% hits; purified Giardia FBPA; Potency, µM (series often up to 59.6 µM), inactives show at the highest dose activity, negative = inhibition, actives largely listed as inhibitors; further: potency means the concentration at half of the fitted maximal effect; nearly all actives have a fitted effect of over 55% in size
Target sequence (A8B2U2 whole entry, looked up): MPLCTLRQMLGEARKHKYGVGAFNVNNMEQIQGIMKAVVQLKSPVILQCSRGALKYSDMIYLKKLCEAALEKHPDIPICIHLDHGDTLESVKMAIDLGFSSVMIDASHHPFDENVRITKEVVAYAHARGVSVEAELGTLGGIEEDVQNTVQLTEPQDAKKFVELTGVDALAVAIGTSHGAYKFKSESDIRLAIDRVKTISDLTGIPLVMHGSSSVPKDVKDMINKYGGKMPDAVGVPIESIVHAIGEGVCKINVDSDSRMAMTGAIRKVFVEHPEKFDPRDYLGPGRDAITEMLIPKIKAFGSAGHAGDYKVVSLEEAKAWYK
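Giardia FBPA (40 nM reagent) was preincubated 10 min at RT with compound (up to 57.5 uM final), then substrate plus GAPDH/TPI/NAD/arsenate coupling system with diaphorase/resazurin was added; resorufin fluorescence (525/598 nm) was read after 20 min.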
HCMV antiviral: inhibitors of human cytomegalovirus; activity change, negative = inhibition, % at 57.5 µM; HFF cells, HCMV-luciferase reporter, 72 h; stronger effect = lower value; AID 1259415; 410,000 compounds, 4.5% hits; in the data active means activity change below about -60%; inconclusive means no clear call, values can overlap the other calls; inactive means above about -39%
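After 16 h attachment at 37C, HFF cells received test compound and HCMV-luciferase (1 PFU/cell); reporter luminescence read 72 h later, data normalized against buffer-only and known inhibitor Salinomycin.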
Sm TGR block: blocks Schistosoma mansoni thioredoxin glutathione reductase | Q962Y6 | purified TGR, DTNB reduction, TNB absorbance 405 nm | Potency, µM (series often up to 114 µM), inactives show at the highest dose activity change, negative = inhibition, actives largely listed as inhibitors | 360,000 compounds, 3% hits; further: potency means the concentration at half of the fitted maximal effect; nearly all actives have a fitted effect of over 60% in size
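First, TGR (20 nM dispensed) and NADPH were mixed with compound. Second, a 15 min room-temperature incubation followed. Third, further NADPH and then DTNB were added to start the reaction. Finally, TNB absorbance was monitored kinetically.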
AmpC detergent: inhibitors of E. coli AmpC beta-lactamase with detergent | P00811 | AmpC hydrolysis of nitrocefin, absorbance 480 nm, 0.01% Triton | Potency, µM (top dose mostly 114 µM), for inactives: at the highest dose activity change, negative = inhibition, usual class: inhibitors | 370,000 compounds, 0.041% hits;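 further: potency means the concentration at half of the fitted maximal effect; 0% = no-compound wells and -100% = no-enzyme wells; nearly all actives have a fitted effect of over 25% in size; some results filed as inactive show a strong effect at the top dose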
Target sequence (P00811 whole entry, looked up): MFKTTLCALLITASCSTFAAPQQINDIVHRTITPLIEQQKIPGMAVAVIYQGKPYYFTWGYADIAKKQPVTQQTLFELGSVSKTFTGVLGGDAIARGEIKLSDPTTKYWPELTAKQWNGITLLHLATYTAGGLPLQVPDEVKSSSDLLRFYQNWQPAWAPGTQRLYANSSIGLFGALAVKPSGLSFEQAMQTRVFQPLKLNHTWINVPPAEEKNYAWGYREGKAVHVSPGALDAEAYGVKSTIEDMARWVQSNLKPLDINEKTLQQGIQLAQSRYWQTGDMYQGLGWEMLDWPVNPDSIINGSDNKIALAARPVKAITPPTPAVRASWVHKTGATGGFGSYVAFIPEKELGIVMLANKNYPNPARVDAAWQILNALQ
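20 mM phosphate pH 7.0 + 0.01% (detergent screen) or 0.0001% Triton X-100; 5.3 nM AmpC reagent; cpd preinc 15 min RT; nitrocefin (800 uM stock) to start; A480 q20 s × 4 min; Activity was normalised to no-enzyme and no-compound control wells.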
HCV inhibitor: blocks hepatitis C virus. Huh7.5.1 HCVcc-Cre infection, luciferase reporter, 44 h. Potency, µM (titrated, usually from 41.8 µM), for the others: at the top dose activity change, negative = inhibition, actives largely listed as inhibitors. 340,000 compounds, 3.4% hits. AID 651820; further: potency means the concentration at half of the fitted maximal effect
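After 44 h co-culture of compound, cells and HCVcc-Cre (~0.5 moi), substrate is added for 15 min at room temperature and luciferase measured over 15 sec. Cells were seeded at 1,000/well and pre-cultured 4 h.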
AMA1 RON2 block: AMA1-RON2 (P. falciparum) interaction inhibition; 360,000 compounds, 0.2% hits; AlphaScreen AMA1-biotinylated RON2 peptide binding; Potency, µM (top dose mostly 58.2 µM), for the others: at the top dose activity change, negative = inhibition, hits mostly inhibitors; AID 720542;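 further: potency means the concentration at half of the fitted maximal effect; 0% = vehicle wells and -100% = peptide control; nearly all actives have a fitted effect of over 45% in size; some results filed as inactive show a strong effect at the top dose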
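AMA1 (3D7) with his tag at 25 nM final met compounds first, then biotinylated RON2 peptide at 25 nM; detection used donor plus acceptor beads, 10 µg/mL apiece, read by AlphaScreen after 30 min at room temperature.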
Starred values were filed as active, the others as inactive; u = inconclusive; x = not tested or not shown; & = joins results of further samples; [ ] = remark or other dose. Unless noted, the call rests on the fitted dose curve; in most records, active means well fitted curve in the direction sought with a large enough effect; inconclusive means small, poorly fitted or top-dose-only effect, or another doubt; inactive means no such curve, though single readings can be large; an effect the other way counts as inactive or inconclusive. Unless noted, on the % scale 0 is the no-effect control and ±100 the full control effect.

[1] CCc1ccc(NC(=O)Nn2cnnc2)cc1
[2] CNS(=O)(=O)c1cccc(C(=O)OCC(=O)Nc2sc3c(c2C#N)CCCCC3)c1
[3] O=C(CN(Cc1ccccc1Cl)C(=O)CNS(=O)(=O)c1ccccc1)NCC1CCCO1 (configuration not stated)
[4] COc1ccccc1N1CCN(C(=O)COc2cc(C)ccc2C)CC1
[5] O=C(CSc1ncnc2c1nnn2Cc1ccc(F)cc1)NC1CCCCC1
[6] COc1cc(NC(=O)c2nn(C)c3c2CS(=O)(=O)c2ccccc2-3)cc(OC)c1
Screen / compound no.	1	2	3	4	5	6
Giardia FBPA inh	x	1%	10%	-1%	4%	5%
HCMV antiviral	18	6	-26	-3	-19	-27&-14
Sm TGR block	-6%	-4%	-15%	-1%	-3%	13%&4%
AmpC detergent	8%	0%	-12%	-8%	u	0%&10%
HCV inhibitor	10%	-19%	23%	-1%	16%	-13%
AMA1 RON2 block	-7%	1%	-2%	-4%	-3%	-2%

[7] COc1cc(OC)c([C@H]2C=C(C)[C@H]3C[C@@H]2C3(C)C)c(OC)c1
[8] Cc1c(C(=O)Nc2ccccc2Br)oc2ccc(S(=O)(=O)N3CCCCCC3)cc12
[9] O=C(COc1ccc(Cl)cc1Cl)Nc1cccnc1
[10] CN(C(=O)CSc1nnc(Nc2ccccc2)s1)c1c(N)n(Cc2ccccc2)c(=O)[nH]c1=O
[11] Nn1c(SCc2cc([N+](=O)[O-])cc3c2OCOC3)nnc1-c1cccnc1
[12] Nc1nc(CCl)nc(N(c2ccccc2)c2ccccc2)n1
Screen / compound no.	7	8	9	10	11	12
Giardia FBPA inh	x	x	8%	-1%	-1%	8%
HCMV antiviral	u	11	-7	3	-19	-98*
Sm TGR block	x	0%	-1%	-11%	-1%	11µM*
AmpC detergent	x	-4%	-7%	-4%	-10%	-13%
HCV inhibitor	3%	x	-1%	-4%	-18%	0.56µM*
AMA1 RON2 block	-16%	x	9%	9%	-1%	15%

[13] Cc1c(-n2cc(C(=O)c3ccccc3O)cc(C#N)c2=O)c(=O)n(-c2ccccc2)n1C
[14] O=C(CC(C(=O)c1ccccc1)c1ccccc1)c1ccccc1 (configuration not stated)
[15] COc1ccc(C(=O)c2cn(Cc3ccc(C)cc3)c3cc4c(cc3c2=O)OCO4)cc1
[16] COc1ccc(/C=N/NS(=O)(=O)c2ccc(F)cc2)cc1COc1cc(F)ccc1[N+](=O)[O-]
[17] O=C(NC(=S)N1CCN(c2ccc([N+](=O)[O-])cc2)CC1)c1ccco1
[18] CCc1nc(SCC(=O)N2c3ccccc3Sc3ccccc32)c2ccccc2n1
Screen / compound no.	13	14	15	16	17	18
Giardia FBPA inh	0%	x	x	-4%	-15%	-17%
HCMV antiviral	-34	-35	-65*	-66*	10	u
Sm TGR block	-23%	x	2%	1%	x	-2%
AmpC detergent	1%	x	10%	-1%	2%	u
HCV inhibitor	2%	-26%	x	u	-3%	u
AMA1 RON2 block	-8%	-2%	x	12%	82%[activator]	-8%

[19] COCCN(Cc1nnc(-c2cccs2)o1)C(=O)c1cccc(S(=O)(=O)N2CCOCC2)c1
[20] O=C(C[C@@H]1C/C=C\C[C@H](NC(=O)OCC2c3ccccc3-c3ccccc32)C(=O)O[C@H](c2ccccc2)CNC1=O)NCCO
[21] CC(C)Cc1ccc(/C(=N/O)C(=O)O)s1
[22] CCOC(=O)C1=C(C)NC(=O)NC1C1CC=CCC1 (configuration not stated)
[23] Cc1cccc(C)c1-n1c(SCC(=O)Nc2ccc(C(=O)O)cc2)nnc1-c1cccc(S(=O)(=O)N(C)C)c1
[24] Cc1cccc(NC(=S)N2CCN(S(C)(=O)=O)CC2)c1
Screen / compound no.	19	20	21	22	23	24
Giardia FBPA inh	x	x	-10%	7%	13%	-15%
HCMV antiviral	-2	3	19	31	u	-25
Sm TGR block	-8%	x	-3%	-7%	1%	-5%
AmpC detergent	-22%	x	7%	-4%	6%	u
HCV inhibitor	-4%	-24%	16%	8%	6%&-20%	2%
AMA1 RON2 block	10%	14%	13%	22%	0%	11%

[25] O=C(COC(=O)c1cc(=O)c2ccccc2o1)NC1CCCCC1
[26] O=C(CN1C(=O)C2CC=CCC2C1=O)N1CCN(c2ccc([N+](=O)[O-])cc2)CC1 (configuration not stated)
[27] CCN1CCOC(=O)C1CC(=O)Nc1ccc(C)c(Cl)c1 (configuration not stated)
[28] CCOC(=O)c1c(C)[nH]c(C(=O)COC(=O)[C@H](C)N2C(=O)C3CCCCC3C2=O)c1C (some centres not stated)
[29] Cc1ccc(N2C(=O)C(Cl)=C(NCCO)C2=O)c(C)c1
[30] CC(C)CN(CCOc1cccc(N2C(=O)C3=C(CCCC3)C2=O)c1)CC(C)C
Screen / compound no.	25	26	27	28	29	30
Giardia FBPA inh	7%	2%	x	x	10%	16%
HCMV antiviral	15	-38	-2	-13	36	0
Sm TGR block	1%	5%	11µM*	x	8.9µM*	0%
AmpC detergent	8%	10%	1%	x	u	-1%
HCV inhibitor	6%	-8%	x	u	3%	9%
AMA1 RON2 block	11%	-1%	x	0%	9%	-6%

[31] Cc1ccc(-c2nc(CNC(=O)c3ccco3)cs2)cc1
[32] COc1cc2ncnc(NCc3ccc(F)cc3)c2cc1OC
[33] Cc1cccc(CNC(=O)Cn2ccc3cc(S(=O)(=O)N4CCCC4)ccc32)c1
[34] COc1ccccc1CNC(=O)CCCCn1c(=O)c2ccccc2n(CC(=O)Nc2c(C)cc(C)cc2C)c1=O
[35] Cc1nc(NC(=O)c2ccccc2[N+](=O)[O-])sc1C(=O)N(C)C
[36] CCCCOc1ccc(-c2ncc(C(=O)O)c(C)n2)cc1
Screen / compound no.	31	32	33	34	35	36
Giardia FBPA inh	x	8%	2%	x	-11%	8%
HCMV antiviral	-38	-6	-8&-9	-1	65	93
Sm TGR block	u	2%	0%&1%	4%	3%	1%
AmpC detergent	4%	-18%	-16%&13%	22%	1%	u
HCV inhibitor	u	u	-17%	x	8%	31%[activator]
AMA1 RON2 block	-16%	0%	-4%	x	-10%	-4%

4 of the compounds above, as labelled records.
10: CN(C(=O)CSc1nnc(Nc2ccccc2)s1)c1c(N)n(Cc2ccccc2)c(=O)[nH]c1=O
- Giardia FBPA inh = -1%
- HCMV antiviral = 3
- Sm TGR block = -11%
- AmpC detergent = -4%
- HCV inhibitor = -4%
- AMA1 RON2 block = 9%

11: Nn1c(SCc2cc([N+](=O)[O-])cc3c2OCOC3)nnc1-c1cccnc1
- Giardia FBPA inh = -1%
- HCMV antiviral = -19
- Sm TGR block = -1%
- AmpC detergent = -10%
- HCV inhibitor = -18%
- AMA1 RON2 block = -1%

12: Nc1nc(CCl)nc(N(c2ccccc2)c2ccccc2)n1
- Giardia FBPA inh = 8%
- HCMV antiviral = -98*
- Sm TGR block = 11µM*
- AmpC detergent = -13%
- HCV inhibitor = 0.56µM*
- AMA1 RON2 block = 15%

13: Cc1c(-n2cc(C(=O)c3ccccc3O)cc(C#N)c2=O)c(=O)n(-c2ccccc2)n1C
- Giardia FBPA inh = 0%
- HCMV antiviral = -34
- Sm TGR block = -23%
- AmpC detergent = 1%
- HCV inhibitor = 2%
- AMA1 RON2 block = -8%

Next part
[37] CCn1ccnc1CNC(=O)C1CCC(=O)N(Cc2cccc(C(F)(F)F)c2)C1 (configuration not stated)
[38] CCOC(=O)C(C(=O)N1CCOCC1)C1CCCCC1 (configuration not stated)
[39] O=C(NC(=S)Nc1ccccc1)c1csnn1
[40] COc1ccccc1N1CCN(C/C=C/c2ccc(N(C)C)cc2)CC1
[41] N#C/C(=C(/O)CSc1n[nH]c(N)n1)c1nc2ccccc2[nH]1
[42] CNc1c(NS(=O)(=O)c2ccc(OC)cc2)c(=O)oc2ccccc12
Screen / compound no.	37	38	39	40	41	42
Giardia FBPA inh	-7%	9%	-22%	-5%	u	2%
HCMV antiviral	-37	-15	-17	x	-10	-28
Sm TGR block	1%	-14%	14µM*	u	0%	-7%
AmpC detergent	u	u	u	u	-12%	-13%
HCV inhibitor	7%	15%	4%	x	-6%	-1%
AMA1 RON2 block	85%[activator]	0%	11%	x	106%[activator]	-7%

[43] COc1ccc(CCNC(=O)c2cc3cccc(OC)c3oc2=O)cc1OC
[44] COc1ccc(CNC(=O)CN2C(=O)COc3ccccc32)c(OC)c1
[45] Cc1cc(C)cc(N(CC(=O)NCC2CCCO2)C(=O)CCC(=O)Nc2nccs2)c1 (configuration not stated)
[46] CCOC(=O)N1CCN(C(=O)CSCC(=O)Nc2nc(-c3ccc(OC)cc3)cs2)CC1
[47] O=C(Nc1cccnc1)c1cccc(NC(=O)c2ccco2)c1
[48] Cc1ccc(-c2ccc(=O)n(CC(=O)Nc3ccc(C(C)C)cc3)n2)cc1
Screen / compound no.	43	44	45	46	47	48
Giardia FBPA inh	-2%	x	x	1%	1%	x
HCMV antiviral	23	13	u	14	-21	27
Sm TGR block	u	8%	2%	3%	-15%	-1%
AmpC detergent	0%	3%	2%	2%	u	15%
HCV inhibitor	-9%	x	-10%	u	-1%	x
AMA1 RON2 block	8%	x	5%	14%	7%	x

[49] Cc1ccc(/C([O-])=C(/C(=S)NCc2ccco2)[n+]2ccccc2)cc1[N+](=O)[O-]
[50] CCCCCCCCCCCCCCCC(=O)Nc1ccn(C2OC(CO)C(O)C2O)c(=O)n1 (configuration not stated)
[51] Cc1ccc(Cn2c(=S)[nH]c3ccccc3c2=O)cc1
[52] COc1ccc(C(=O)Nc2ccc3nc(SCC(=O)N4CCCc5ccccc54)sc3c2)cc1
[53] COc1ccc(CCNC(=O)C2CC(=O)N(CCc3ccccc3)C2)cc1OC (configuration not stated)
[54] COCC(C)n1c(SCC(=O)NNC(=O)c2ccccc2)nc2ccccc2c1=O (configuration not stated)
Screen / compound no.	49	50	51	52	53	54
Giardia FBPA inh	u	x	14%	x	3%	-3%
HCMV antiviral	-33	-98*	u	40	u	14
Sm TGR block	u	x	-11%	-1%	-1%&8%	12%
AmpC detergent	u	x	-5%	-2%	7%&7%	0%
HCV inhibitor	u	-27%	-16%	x	3%	3%
AMA1 RON2 block	-8%	-5%	59%[activator]	x	-10%	15%[11.6 µM]

[55] Cc1cc2c(cc(C(=O)OCC(=O)NCc3ccco3)n2C)s1
[56] CC(Sc1nnc(NCc2ccccc2)s1)C(=O)Nc1ccc2c(c1)C(=O)c1ccccc1C2=O (configuration not stated)
[57] CNC(=O)NC(=O)CSc1nnc(-c2ccco2)n1Cc1ccccc1
[58] CCOC(=O)c1[nH]c2ccc(OC)cc2c1NC(=O)c1nonc1C
[59] CC12CCC(C1)C(C)(C)C2OC(=O)c1ccccc1C(=O)O (configuration not stated)
[60] C#CCOCCOCCOCCNc1nc(N2CCN(C(=O)[C@H](CCCCN)n3cc(CCCC)nn3)CC2)nc(N2CCN(C(=O)[C@H](CCCCN)n3cc(CCC(=O)O)nn3)CC2)n1
Screen / compound no.	55	56	57	58	59	60
Giardia FBPA inh	0%	-1%	-1%	0%	7%	x
HCMV antiviral	57	25	-14	22	-37	120
Sm TGR block	-15%	1%	-10%	6%	0%	-11%
AmpC detergent	2%	3%	-1%	u	-7%	u
HCV inhibitor	-10%	u	3%	u	6%	8%
AMA1 RON2 block	-11%	-17%	-1%	0%	1%	1%
